ARFGAP1 inhibitor: inhibitors of rat ARFGAP1 GAP activity, primary screen, biochemical, fluorescence polarization, GDP tracer. ADP-ribosylation factor GTPase-activating protein 1 (Rattus norvegicus), Q62848. Arfgap1-stimulated ARF1 GTP hydrolysis, GDP FP detection. inhibition, % at 16.5 µM. 360,000 compounds, 0.26% hits. AID 651572, 2012;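 active = inhibition above a per-plate limit, mean inhibition of low control wells plus 3 SD, cut at about 25% in these data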;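 also: 0% = DMSO wells with enzyme and 100% = wells lacking Arfgap1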
Target sequence (Q62848 1-136 limits assumed): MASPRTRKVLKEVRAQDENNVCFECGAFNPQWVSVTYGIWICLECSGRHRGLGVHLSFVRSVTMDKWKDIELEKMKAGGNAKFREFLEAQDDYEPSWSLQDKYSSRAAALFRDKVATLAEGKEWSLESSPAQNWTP
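Replicates: Single well per compound | Assay system: Truncated rat Arfgap1 GAP domain | Control set: No-Arfgap1 wells (100%) versus DMSO full-reaction wells (0%) | Times: Enzyme reaction 120 min at 25 °C after 20 min preincubation | Reagent: Human ARF1(Δ1-17)-GTP substrate | Measured by: Tracer-displacement fluorescence polarization with EDTA stop, 620/688 nm | Measure: Percent inhibition of Arfgap1-stimulated GTP hydrolysis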
PLCg1 inh: PLC-gamma1 enzyme inhibitors, primary screen, biochemical, fluorescence, purified enzyme; 1-phosphatidylinositol 4,5-bisphosphate phosphodiesterase gamma-1 (Homo sapiens), P19174; fluorogenic substrate; inhibition, % at 12.2 µM; 370,000 compounds, 0.84% hits; AID 720700, 2013; in the data active = inhibition above about 9.5%
ADAM10 inh: human ADAM10 inhibitors, primary screen, biochemical, QFRET, HTS | recombinant ADAM10, EDANS/DABCYL FRET peptide cleavage, 3 h | inhibition, % at 7 µM | 370,000 compounds, 0.62% hits | AID 720582, 2013;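 active = inhibition above a per-campaign cutoff equal to the mean of compounds falling between control-based bounds plus 3 SD, cut at about 20% in these data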;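 also: 0% = DMSO wells while the 100% control is not disclosed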
Target sequence (O14672 214-748 limits assumed): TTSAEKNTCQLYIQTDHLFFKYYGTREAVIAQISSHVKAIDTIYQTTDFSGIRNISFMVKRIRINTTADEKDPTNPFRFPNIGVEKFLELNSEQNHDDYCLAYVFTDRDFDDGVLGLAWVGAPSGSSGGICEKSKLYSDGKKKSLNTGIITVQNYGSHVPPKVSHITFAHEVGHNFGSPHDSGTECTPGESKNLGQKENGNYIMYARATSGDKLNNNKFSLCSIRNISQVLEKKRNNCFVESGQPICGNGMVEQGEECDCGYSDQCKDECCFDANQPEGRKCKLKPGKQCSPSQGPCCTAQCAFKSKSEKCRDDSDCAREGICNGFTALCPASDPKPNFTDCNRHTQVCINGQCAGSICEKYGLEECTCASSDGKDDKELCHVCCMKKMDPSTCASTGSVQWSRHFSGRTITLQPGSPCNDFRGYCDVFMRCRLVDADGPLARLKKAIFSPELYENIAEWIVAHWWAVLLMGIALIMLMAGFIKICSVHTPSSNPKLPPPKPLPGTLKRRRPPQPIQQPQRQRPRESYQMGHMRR
DDE Tn7 FP inh: inhibitors of Tn7 peptide binding to fibrin DD(E), primary screen, biochemical, fluorescence polarization, human fibrin, Tn7 probe; Fibrinogen beta chain (Homo sapiens), P02675; FP displacement of FITC-Tn7 peptide from fibrin DD(E); 0% = median of compound wells per plate; inhibition, % at 8.3 µM; 370,000 compounds, 0.13% hits; AID 720508, 2013;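 active = inhibition above the mean of compounds falling within the control limits plus 3 SD of them, cut at about 14% in these data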;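 also: 0% = plate median of compound wells and 100% = 10 µM Aha-Tn7 peptide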
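Test system – human fibrin DD(E) · Times – 10 min preincubation, 3 h with tracer, room temperature · Detection – fluorescence polarization of the labelled Tn7 tracer · Measure – percent inhibition normalized to high-control wells · Benchmarks – high control wells with 10 µM unlabelled Aha-Tn7 peptide (full inhibition) · Repeats – singlicate testing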
LEDGF integ inh: blockers of LEDGF/p75-dependent integrase strand transfer – biochemical, TR-FRET, high throughput, primary screen; 370,000 compounds, 0.64% hits; AID 743269, 2014; HIV-1 integrase (with human LEDGF/p75); TR-FRET IN-LEDGF/p75 DNA integration, Eu/Cy5; inhibition, % at 3.7 µM;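 active = inhibition above the screen-wide mean plus 3 SD, cut at about 13% in these data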;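 also: signal is the Cy5 over europium emission ratio at 671 and 618 nm; 0% = plate median of compound wells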
ASAP1 inh: inhibitors of human ASAP1 ArfGAP activity, primary screen, biochemical, fluorescence polarization | inhibition, % at 16.5 µM | Arf-GAP with SH3 domain, ANK repeat and PH domain-containing protein 1 (Homo sapiens), … | 360,000 compounds, 0.19% hits | ASAP1-stimulated ARF1 GTP hydrolysis, GDP FP detection; in the data active = inhibition above about 25%;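 also: 0% = vehicle with enzyme and substrate and 100% = no enzyme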
DDE Tn6 FP inh: inhibitors of Tn6 peptide binding to fibrin DD(E), primary screen, biochemical, fluorescence polarization, human fibrin, Tn6 probe; Fibrinogen beta chain (Homo sapiens), P02675; Fibrin DD(E) TRITC-Tn6 fluorescence polarization displacement; inhibition, % at 8.3 µM; 370,000 compounds, 0.21% hits;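 active = inhibition above a per-campaign cutoff: mean of compounds within control limits plus 3 SD, cut at about 15% in these data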;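 also: 0% = median of all compound wells on the plate and 100% = blocking peptide control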
TDP2 inh: human TDP2 enzyme inhibitors, primary screen, biochemical, epi absorbance, recombinant enzyme. T5PNP hydrolysis, p-nitrophenol absorbance 415 nm. AID 720702, 2013. 370,000 compounds, 0.34% hits. Tyrosyl-DNA phosphodiesterase 2 (Homo sapiens), O95551. inhibition, % at 12.8 µM;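 active = inhibition above the mean of all tested compounds plus 3 SD, set per campaign, cut at about 25% in these data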;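 also: 0% = DMSO with enzyme and 100% = buffer with substrate but no TDP2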
Target sequence (O95551 whole entry, looked up): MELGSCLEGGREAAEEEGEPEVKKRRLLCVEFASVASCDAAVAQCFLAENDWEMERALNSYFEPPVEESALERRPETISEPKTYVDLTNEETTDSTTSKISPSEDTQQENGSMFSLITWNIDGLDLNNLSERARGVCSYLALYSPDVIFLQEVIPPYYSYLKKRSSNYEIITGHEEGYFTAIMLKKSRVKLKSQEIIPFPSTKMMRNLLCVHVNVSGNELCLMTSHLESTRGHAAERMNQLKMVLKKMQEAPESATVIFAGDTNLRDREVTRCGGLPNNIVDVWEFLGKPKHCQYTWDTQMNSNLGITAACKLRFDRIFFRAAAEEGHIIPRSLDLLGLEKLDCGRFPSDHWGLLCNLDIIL
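Incubation: 2 h at 37 °C; Test system: recombinant human TDP2; Quantity: enzyme 120 nM; Read-out basis: percent inhibition; Medium: 50 mM Tris-HCl pH 7.5 with Mg2+, KCl, DTT, BSA; Repeats: single replicate; Compound: 12.8 µM single point, 1% DMSO; Signal: epi absorbance; Reagent: 5 mM T5PNP chromogenic substrate; Benchmarks: no-enzyme high, DMSO-plus-enzyme low.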
ADAM17 inh: ADAM17 inhibitors, primary screen, biochemical, QFRET; Disintegrin and metalloproteinase domain-containing protein 17 (Homo sapiens), P78536; 370,000 compounds, 0.83% hits; inhibition, % at 6.95 µM; recombinant ADAM17, EDANS/DABCYL FRET peptide cleavage;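 active = inhibition above the mean of compounds lying between control limits plus 3 SD, set per campaign, cut at about 8.5% in these data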;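 also: 0% = DMSO-only wells as the low control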
KLK7 zymogen act: proKLK7 zymogen activators, primary screen, biochemical, fluorescence intensity; 370,000 compounds, 0.9% hits; Kallikrein-7 (Homo sapiens), P49862; purified proKLK7, EDANS-DABCYL substrate fluorescence; 100% is mature enzyme control, 0% vehicle; activation, % at 7 µM;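 active = activation above the mean of all tested compounds plus 3 SD, computed per campaign excluding outliers beyond control limits, cut at about 13% in these data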
* marks the source's active call; other numbers are inactive results; . = no result given.

SMILES	ARFGAP1 inhibitor	PLCg1 inh	ADAM10 inh	DDE Tn7 FP inh	LEDGF integ inh	ASAP1 inh	DDE Tn6 FP inh	TDP2 inh	ADAM17 inh	KLK7 zymogen act
C/C(=N\NC(=O)c1ccc(O)cc1)c1ccc(NC(=O)Cc2ccccc2)cc1	1	0	1	13	0	2	8	3	0	0.1
COc1ccc(-n2nc(C(=O)NCC(=O)N3CCC(C)CC3)c3ccccc3c2=O)cc1Cl	-2	-94	-12	-7	-2	-5	-3	0	-5	-1.4
Cn1c(C(=O)N2CCCC2)cc2c(=O)n(C)c3ccccc3c21	-5	-2	-8	-7	4	2	7	-1	0	0.0
CC1CCN(C(=O)CN(C)S(=O)(=O)c2cccc3nsnc23)CC1	4	1	-4	-2	-1	-4	2	7	-4	-0.1
COC(=O)C1=C(N)Oc2cc(C)n(CCCn3ccnc3)c(=O)c2C1c1cccc(Cl)c1 (configuration not stated)	7	3	-10	-4	0	-8	1	-11	3	-0.7
COc1ccc(C2N(c3cccc(Cl)c3)C(=O)C3CCCN32)cc1 (configuration not stated)	-5	1	-8	7	-3	2	-6	-2	-3	0.3
COc1ccc(C(=O)Nc2ccc3c(c2)C(=O)NC3=O)cc1	4	-1	-4	4	3	3	4	2	0	-1.3
CC1Cc2[nH]c(=S)[nH]c(=O)c2C(c2ccc(F)cc2)O1 (configuration not stated)	6	3	2	2	2	1	0	10	-3	0.1
CCc1ccc(C(=O)COC(=O)[C@@H](NC(N)=O)[C@@H](C)CC)cc1	-3	-1	1	-1	6	-11	-4	4	1	0.4
Cc1ccc(S(=O)(=O)N2CCCCC2CCNC(=O)C(=O)NCc2ccncc2)cc1 (configuration not stated)	0	2	-10	1	-4	5	-1	2	-3	-0.5
O=C(CCN1CCN(S(=O)(=O)c2cccc([N+](=O)[O-])c2)CC1)Nc1ccccc1F	5	-4	1	-6	-3	1	2	9	-5	0.5
COc1cc(S(=O)(=O)Nc2ccccc2)ccc1NC=O	-20	4	0	-1	5	3	-1	-13	-1	-0.2
O=C(Nc1ccc2[nH]ccc2c1)c1ccc(F)cc1	-4	0	2	0	3	3	3	2	2	0.2
Cn1c(=O)c2c(nc(SCC(=O)NCc3ccc4c(c3)OCO4)n2Cc2ccc(F)cc2)n(C)c1=O	-6	2	-5	5	1	14	-2	-7	-4	0.0
COCc1[nH][nH]c(=O)c1/C=N/N1CCOCC1	5	-4	2	-4	2	9	-5	-3	1	-0.5
O=C1Nc2c(c(=O)[nH]c(=O)n2-c2ccccc2)C(C(F)(F)F)(C(F)(F)F)N1	8	-44	-5	3	1	8	-6	-5	-7	-0.7
O=C(NCCCN1CCCC1=O)c1ccc2c(=O)n(Cc3ccco3)c(=S)[nH]c2c1	-6	-1	-3	-3	-2	-5	5	6	-3	0.5
Cc1cc(NC(=O)c2cccc(S(=O)(=O)N3CCC(C)CC3)c2)no1	4	-2	1	7	-2	1	-1	-4	-1	-0.2
C[C@@H]1CCN(C2CC2)S(=O)(=O)c2ccc(N3CC[C@@H](N(C)C)C3)cc2O1	.	-3	-1	8	-2	.	10	-12	-5	-0.2
C/C(=N\N1C(C)CCCC1C)c1ccccc1O (configuration not stated)	-9	4	-4	-2	2	18	-8	-1	2	0.2
CN1CCN(CC(O)COc2ccc(OCC(O)CN3CCN(C)CC3)cc2)CC1 (configuration not stated)	5	-1	-8	-2	3	-2	11	-6	-6	0.1
CCC(=O)NC(c1cccs1)c1cc([N+](=O)[O-])c2cccnc2c1O (configuration not stated)	-1	-1	15	0	8	1	-4	-1	3	-0.7
Cc1nn(CCCC(=O)NCCCN2CCN(C)CC2)c(=O)c2c1sc1ccccc12	18	2	-16	-3	4	-9	3	9	-3	0.3
O=C(NCC(c1ccc(F)cc1)N1CCOCC1)c1nn(-c2ccccc2)c(=O)c2ccccc12 (configuration not stated)	-4	3	-12	-2	-4	-6	5	-3	-4	0.4
COc1ccc(NC(=O)CN(C)C(=O)CCCc2c[nH]c3ccccc23)cc1	-13	-13	-19	1	0	-5	1	4	-11	1.0
Cc1ccc(C)c(C(O)c2ncc(-c3ccc(C(F)(F)F)cc3)[nH]2)c1 (configuration not stated)	11	3	6	6	-2	10	7	1	0	0.8
O=C1C2=C(CCCC2)C(=O)N1CNc1ccccc1	-3	2	3	4	-3	-1	0	0	0	0.3
CSc1ccc(S(=O)(=O)Nc2ccc(NC(C)=O)cc2)cc1	-5	1	-3	-7	1	6	-12	12	-4	0.0
Cc1ccccc1CSCC(=O)Nc1ccccc1-c1ccccc1	-6	1	3	-4	-3	-9	-2	-14	2	0.5
Cc1ccc(C)c(OCCn2cc(/C=C(/C#N)C(=O)NCC3CCCO3)c3ccccc32)c1 (configuration not stated)	5	-5	3	-9	3	2	0	-5	2	-3.1
CCOc1ccc(NS(=O)(=O)c2ccc(SC)cc2)cc1	7	4	19	0	-2	-1	4	-13	8	0.8
COc1ccc(CNC(=O)O[C@H]2C[C@@H]3C(=O)N(c4ccccc4)C(=O)[C@@H]3[C@@H]3CN(S(=O)(=O)c4ccc(C)cc4)C[C@]23O)cc1OC	6	-1	-4	4	1	8	4	8	-4	0.2
Nc1cc(=O)[nH]c(SCC(=O)c2ccc(F)cc2)n1	-3	0	-6	4	0	-17	5	-3	-2	-0.8
O=C(NCc1ccc(F)cc1)c1cc(C2CCCCN2C(=O)OCCF)on1 (configuration not stated)	-9	3	-5	-1	2	-16	-5	8	-4	-0.7
N/C(Cc1ccc(Cl)cc1)=N\OC(=O)C1CCCCC1	1	-1	0	3	-1	17	1	5	-2	0.0
CC(C)COc1ccc(C(=O)Nc2ccc(SC(F)F)cc2)cc1	3	-3	-3	1	-4	5	2	-2	-3	0.8

Of the compounds above, 2 contain a nitro group on carbon:
SMILES	ARFGAP1 inhibitor	PLCg1 inh	ADAM10 inh	DDE Tn7 FP inh	LEDGF integ inh	ASAP1 inh	DDE Tn6 FP inh	TDP2 inh	ADAM17 inh	KLK7 zymogen act
O=C(CCN1CCN(S(=O)(=O)c2cccc([N+](=O)[O-])c2)CC1)Nc1ccccc1F	5	-4	1	-6	-3	1	2	9	-5	0.5
CCC(=O)NC(c1cccs1)c1cc([N+](=O)[O-])c2cccnc2c1O (configuration not stated)	-1	-1	15	0	8	1	-4	-1	3	-0.7

The list goes on.
SMILES	ARFGAP1 inhibitor	PLCg1 inh	ADAM10 inh	DDE Tn7 FP inh	LEDGF integ inh	ASAP1 inh	DDE Tn6 FP inh	TDP2 inh	ADAM17 inh	KLK7 zymogen act
CCc1cc(C(c2ccccc2OC)N2CCOCC2)c(NC(=O)c2ccccc2)s1 (configuration not stated)	1	-25	9	2	2	7	2	-2	-1	2.2
O=C(NC(=S)Nc1ccc(F)c([N+](=O)[O-])c1)c1ccccc1F	0	2	-7	-1	-1	10	3	-4	-2	0.1
Oc1ccccc1/C=N/Nc1nccnc1Cl	4	-11	4	-3	-2	6	0	-13	1	0.0
Cc1ccc(S(=O)(=O)N2C[C@H]3C(=O)C[C@@H](c4cccc(C)c4)N(S(=O)(=O)c4ccc(C)cc4)[C@H]3C[C@H]2c2ccccc2)cc1	14	9	4	-6	4	-1	-2	-11	8.9*	-0.9
Cc1ccc(-c2c(C(=O)N/N=C/c3c[nH]c4ccccc34)nnn2-c2nonc2N)cc1	17	-71	2	-2	0	-7	1	18	3	-2.0
CC(=O)Nc1ccnc(-c2cccnc2)n1	8	1	-10	5	-1	12	-3	-1	0	0.6
CN(C)CCNC(=O)c1cccc2nc3c(ccc4ccccc43)nc12	4	-163	-167	-1	-1	-10	1	-3	-44	-2.7
O=C1C2CC=CCC2C(=O)N1Cc1nnc(-c2ccccc2Br)o1 (configuration not stated)	-6	-10	4	-2	2	-1	-4	3	-2	0.0
CC(C)OCC(O)CN1CCNCC1 (configuration not stated)	0	0	4	0	-1	-6	-2	4	-8	0.7
CCOC(=O)NC(C)N1C(=O)C2C3C=CC(C3)C2C1=O (configuration not stated)	-2	0	-7	0	-1	6	3	-2	1	0.2
O=C(N/N=C/c1ccc(OC(=O)c2ccco2)cc1)c1ccc[n+]([O-])c1	-13	6	2	-1	3	9	-1	-24	1	-0.3
CC(C)c1cc(-c2cc(C(=O)NCc3ccccc3)on2)nc(NCC2CC2)n1	15	-7	-18	1	1	5	-4	-13	-3	-0.5
O=C(Cn1cnc2c(nnn2Cc2ccc(F)cc2)c1=O)N1CCCc2ccccc21	0	0	-3	-2	-6	-3	-1	-8	-3	-0.9
Cc1cc(N2CCN(Cc3ccccc3)CC2)n2nc(C)c(-c3ccccc3)c2n1	-11	-16	-7	-3	-1	-2	7	7	-4	-0.1
CC1CN(C(=O)COC(=O)/C=C/c2cccc([N+](=O)[O-])c2)CC(C)O1 (configuration not stated)	-6	6	-11	1	2	10	1	-8	-8	0.4
N#Cc1ccc(C(=O)Nc2nnc(-c3ccco3)o2)cc1	-8	1	6	5	1	3	7	-8	1	0.0
Cc1cc(NC(=O)c2cnn3c(C(F)F)cc(-c4ccccc4)nc23)no1	3	-10	-13	-2	2	-7	-9	2	-3	0.6
CCCCCOC(=O)C1=C(C)NC(=O)NC1c1ccc2c(c1)OCO2 (configuration not stated)	-4	-3	0	-2	-3	-1	1	-2	2	-0.3
